esBAF inh = inhibitors of esBAF chromatin remodeling in mouse ES cells. Bmi1-luciferase knock-in reporter, 24 h; 100% = twice the neutral-well signal. reporter increase, % at 12.5 µM. hit rate 2% among 350,000; in the data active means activation above about 40%;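 further: 0% = median of the plate's neutral control wells and 100% = double that signal; a rise in the Bmi1 reporter signal indicates esBAF inhibition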
S100A4 MyoIIA = blocks human S100A4 binding to myosin IIA peptide. inhibition, % at 10.7 µM. S100A4/TAMRA-MyoIIA peptide fluorescence polarization. hit rate 0.14% among 360,000;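 active means mean inhibition of at least 70% across replicates, with every replicate also reaching that level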
Target sequence (P26447 whole entry, looked up): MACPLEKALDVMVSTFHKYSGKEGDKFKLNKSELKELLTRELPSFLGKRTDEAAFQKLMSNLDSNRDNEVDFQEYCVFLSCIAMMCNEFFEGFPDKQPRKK
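System – human S100A4 monomer protein, biochemical binding assay · Buffer or medium – Calcium-containing HEPES buffer, pH 7.2 · Timing – 5 min between mix addition and reading · Also added – TAMRA-labelled myosin IIA heavy-chain peptide probe, 5 nM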
Xi reactivation = activators of X-chromosome reactivation in mouse fibroblasts | XiGFP mouse fibroblasts, % GFP-positive cells imaging, 3 d; cells co-treated with 5-aza-dC sensitizer; scaled so ellipticine positive control = 100% | hit rate 0.055% among 360,000 | activation, % at 7.58 µM;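 active means mean normalized replicate activation at least 10% and every replicate at or above 10%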;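 further: 0% = median of on-plate neutral control wells and 100% = ellipticine 6 µM median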
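Schedule: 3 d treatment, 15 min room-temperature fixation; system: 68-5-11 XiGFP fibroblast line; buffer or medium: DMEM plus 5-aza-dC sensitizer; control set: ellipticine 6 µM positive control; compound: one concentration, pinned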
FN deposition inh = fibronectin deposition inhibition | hit rate 0.086% among 350,000 | inhibition, % at 12.6 µM | AH1F fibroblasts, Alexa488-fibronectin deposition fluorescence, overnight | AID 743247;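 active means mean inhibition across replicates of 30% or more, regardless of how many single replicates reach that level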;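 further: positive control wells lacked labelled fibronectin entirely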
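Test system: AH1F fibroblast monolayer depositing Alexa488-labelled fibronectin into matrix. Input: 10000 cells per well. Technique: fluorescence, ex 485 nm, em 525 nm. Buffer or medium: DMEM plus 2% serum, read in PBS. Timing: 1 h cell adhesion before compound, then overnight fibronectin incubation. Compound: single dose, pinned. Read-out basis: inhibition from reduced deposited-fibronectin fluorescence.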
RAD54 inh = blocks human RAD54 Holliday junction branch migration | Q92698 | FAM/BHQ fluorescence | inhibition, % at 10.4 µM | hit rate 0.14% among 360,000;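 active means mean normalized replicate activity at least 40 and at least half of replicates scoring 40 or more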;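 further: 0% = median of neutral control wells and 100% = median of positive control wells; inhibitors cause a drop in the FAM fluorescence signal; in these data hits start at about 50%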
E-selectin induc = E-selectin induction on HUVECs | HUVEC E-selectin immunofluorescence imaging; normalized: neutral wells 0, TNF-alpha wells 100 | activation, % at 7.58 µM | hit rate 0.37% among 260,000 | AID 686992;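 active means mean E-selectin-positive cell signal at least 10% of the positive control, reached in at least 60% of replicates, without over 20% cell loss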;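 further: in these data hits start at about 27%; measured in HUVEC primary endothelial cells; signal is the percent of cells scored E-selectin positive by PE staining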
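Read-out: % PE-positive cells | Test system: HUVEC | Doses: One compound dose added by pin transfer | Buffer or medium: EGM-2 over gelatin coat | Signal: Immunofluorescence imaging | Benchmarks: TNF-alpha, DMSO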
EWS-Fli block = EWS/Fli transcriptional activity inhibition; A673 NR0B1-luciferase reporter, viability-normalised; inhibition, % at 12.6 µM; hit rate 0.67% among 350,000; AID 651661;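 active means mean inhibition of at least 50% after viability correction, with every replicate also passing that limit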;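 further: firefly luciferase signal divided by Alamar Blue viability fluorescence both relative to DMSO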
RAD52 anneal inh = inhibitors of human RAD52 DNA annealing. hit rate 0.46% among 360,000. inhibition, % at 18.7 µM. recombinant RAD52 DNA annealing, FRET fluorescence. AID 651710;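 active means every replicate showing at least 50% inhibition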
Target sequence (P43351 whole entry, looked up): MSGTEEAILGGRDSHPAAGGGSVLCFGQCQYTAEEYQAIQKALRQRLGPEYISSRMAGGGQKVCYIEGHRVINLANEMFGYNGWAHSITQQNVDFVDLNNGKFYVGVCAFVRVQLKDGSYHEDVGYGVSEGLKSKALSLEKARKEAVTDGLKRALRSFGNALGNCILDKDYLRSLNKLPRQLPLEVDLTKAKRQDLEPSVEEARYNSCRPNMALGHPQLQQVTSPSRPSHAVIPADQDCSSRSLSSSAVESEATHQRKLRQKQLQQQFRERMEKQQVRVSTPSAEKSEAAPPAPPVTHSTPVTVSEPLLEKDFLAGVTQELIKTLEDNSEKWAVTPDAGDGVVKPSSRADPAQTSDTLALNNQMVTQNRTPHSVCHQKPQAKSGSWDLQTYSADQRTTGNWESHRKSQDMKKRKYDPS
* hit, by the source's call; x = not tested or not shown; & = joins results of further samples.

SMILES,esBAF inh,FN deposition inh,S100A4 MyoIIA,Xi reactivation,EWS-Fli block,RAD52 anneal inh,E-selectin induc,RAD54 inh
COc1ccc(S(=O)(=O)Nc2cccc3c2O[C@@H](CN(C)S(=O)(=O)c2cn(C)cn2)[C@H](C)CN([C@H](C)CO)C3=O)cc1,0,-1,-6,-0.2,0,-4,-0.1,5
CCCCN(CCCC)CC(O)COc1ccccc1C(=O)Nc1ccccc1 (configuration not stated),x,19,-6,0.3,19,-3,-0.6,-3
Cn1c(=O)c2c(ncn2CCOc2cccc(Br)c2)n(C)c1=O,1,-6,-2,0.0,20,2,-0.2,-1
Cc1cccc(NC(=O)Nc2ccc(C#N)cc2)n1,20,0,1,0.0,-67,2,0.4,-2
Cc1noc(C)c1NC(=O)Nc1ccc2c(c1)C(=O)N([C@H](C)CO)C[C@@H](C)[C@H](CN(C)Cc1ccncc1)O2,1,x,29,0.7,-3,-2,-2.4,3
COc1cccc(CNCc2ccc(OC)c3ccccc23)c1OC,1,-8,28,0.1,5,11,-0.1,15
O=C(COc1ccc(Br)cc1)N/N=C1/SCC(=O)N1Cc1ccco1,x,13,-3,-0.1,9,-13,-0.3,x
COC(=O)c1cc(C(=O)Nc2nc3ccccc3[nH]2)cc([N+](=O)[O-])c1,23,-5,-1,0.4,-37,7,0.0,4
O=S1(=O)CC(N2CCCCC2)C1CN1CCCCC1 (configuration not stated),x,x,-2,0.0,4,-11,0.1,x
CC(=O)NC[C@H]1[C@@H](c2ccc(-c3cccc(F)c3)cc2)[C@@H](CO)N1C(=O)C1CC1,x,2,10,0.1,x,-28,0.1,x
COc1ccc(S(=O)(=O)N2CCCC2)cc1C(=O)N1CCCCC1,5,-4,2,0.0,4,-3,x,-4
COC(=O)c1cc(=O)c2cccc(OC)c2[nH]1,1,-7,0,0.1,-12,1,x,9
COCC(=O)N1C[C@H]2[C@@H](c3ccccc31)[C@H](CO)N2C(=O)C1CCCCC1,0,0,x,0.3,5,x,0.2,-8
CCN(CC)CCn1c2c(c(SCC(=O)Nc3ccc4c(c3)OCCO4)nc1=O)CCC2,x,7,48,-0.1,0,8,-0.1,x
C[C@H](CO)N1C[C@H](C)[C@H](CN(C)C(=O)Nc2cccc3ccccc23)Oc2c(NC(=O)c3ccc(-c4nccs4)cc3)cccc2C1=O,-2&3,-8&-3,6&-4,-1.1&0.0,4&5,-2&-64,0.0,2&-1
CC(C)CN1CC(C)C(=O)N(c2ccccc2)C1=S (configuration not stated),4,-2,-7,0.0,-4,-5,0.3,2
CCOC(=O)C1CCN(C(=O)COC(=O)c2ccc([N+](=O)[O-])o2)CC1,-5,8,7,0.0,-4,-3,x,9
O=C(CNCc1ccco1)Nc1ccc(Oc2ccccc2)cc1,x,-1,-11,0.0,12,-8,x,x
Cc1ccc(C(C)C)c(OCC(=O)N/N=C/C2CCCCC2)c1,x,-2,7,0.5,8,-10,x,x
CCCN(C)C[C@@H]1Oc2ncc(-c3ccccc3)cc2C(=O)N([C@H](C)CO)C[C@@H]1C,2&-1,x,37&0,-0.1,1&-3,13&1,90*,2&-3
CC(=O)c1ccc(N2CCN(C(=O)CNC(=O)c3ccc(Br)o3)CC2)cc1,-2,x,0,-0.1,9,-39,0.7,7
COc1cc(C(=O)Nc2cccc(NC(=O)c3cccs3)c2)cc(OC)c1OC,-1,-5,1,0.0,-3,-2,x,-4
C/C=C/c1ccc([C@H]2[C@@H](CO)N(C(=O)C3CC3)[C@@H]2CNC(=O)CN(C)C)cc1,x,x,-3,0.0,x,9,0.2,x
Cc1nc2ccccc2c2c(N)cccc12,0,-11,-1,0.4,6,-15,0.4,x
O=C(CN1CCOCC1)N1CCCCN2[C@H](CO)[C@@H](c3ccc(-c4ccccc4)cc3)[C@@H]2C1,-6,x,3,0.3,5,-17,0.5,4
CO[C@H]1CN(C)C(=O)c2ccc(NS(C)(=O)=O)cc2OC[C@@H](C)N(C)C[C@H]1C,0,4,-4,-0.1,0,5,0.1,3
CCOc1ncccc1C(=O)Nc1ccc2nc(C)sc2c1,21,-9,-1,x,-57,-50,x,-2
O=C(Nc1ccc(Cl)cc1)C(Cl)C(=O)c1ccccc1 (configuration not stated),6,-8,1,0.0,-21,-8,x,6
COc1ccc(C2=NN(C)C(=NCc3ccccc3)SC2)cc1,-1,x,1,x,-25,-4,x,-1
NS(=O)(=O)c1cccc(NC(=O)CN2CCc3ccccc32)c1,x,-9,-4,0.3,8,-16,-3.7,x
CCCC(=O)Nc1nnc(SCC(=O)N2CCCCC2)s1,-6,-1,33,0.0,5,-2,0.6,-9
C[C@@H]1CN([C@@H](C)CO)C(=O)c2cc(C#CC3(O)CCCC3)cnc2O[C@@H]1CN(C)Cc1ccncc1,-4,x,-7,-0.1,-12,-7,0.4,1
COc1ccccc1C(=O)NC(=O)COC(=O)CCOc1ccc(C)cc1,x,-6,-1,-0.1,3,-12,x,x
CO[C@@H]1CN(C)C(=O)c2ccc(NS(=O)(=O)c3ccc(C)cc3)cc2OC[C@H](C)NC[C@H]1C,-1,-7,-1,-0.1,-1,3,-0.2,2
Cc1ccc(S(=O)(=O)N/N=C/c2cccc(OC3CSC3)c2)cc1,x,6,5,0.0,7,-7,0.2,-1
Cc1ccc(-c2ccc([C@@H]3[C@@H](CO)N4C(=O)CN(C(=O)c5cccnc5)C[C@@H]34)cc2)cc1,x,x,3,0.2,13,-7,-0.4,x
OCC1(Cc2ccccc2F)CCCN(CC2CCCCC2)C1 (configuration not stated),-6,-2,-12,0.4,1,-36,0.0,-3
O=C(C1CCC1)N1CC(=O)N2[C@@H](CO)[C@H](c3ccc(-c4cccnc4)cc3)[C@@H]2C1,x,-2,-2,0.2,7,-1,0.0,x
COc1ccc(NS(=O)(=O)c2cc(NC(=O)CNC(=O)c3ccc(C)s3)ccc2Cl)cc1,x,-3,-7,0.0,2,-13,x,x
Cc1ccc(S(=O)(=O)N(C)C[C@@H]2Oc3ccc(NC(=O)CCC(F)(F)F)cc3CC(=O)N([C@H](C)CO)C[C@H]2C)cc1,4,x,-2,-0.1,-2,-1,0.9,-15

Looked up above:
Reading of `COc1ccc(NS(=O)(=O)c2cc(NC(=O)CNC(=O)c3ccc(C)s3)ccc2Cl)cc1` in S100A4 MyoIIA: -7
Reading of `COc1ccccc1C(=O)NC(=O)COC(=O)CCOc1ccc(C)cc1` in S100A4 MyoIIA: -1

A different layout for some results above.
O=C(C1CCC1)N1CC(=O)N2[C@@H](CO)[C@H](c3ccc(-c4cccnc4)cc3)[C@@H]2C1
- esBAF inh: x
- FN deposition inh: -2
- S100A4 MyoIIA: -2
- Xi reactivation: 0.2
- EWS-Fli block: 7
- RAD52 anneal inh: -1
- E-selectin induc: 0.0
- RAD54 inh: x
Cc1ccc(S(=O)(=O)N(C)C[C@@H]2Oc3ccc(NC(=O)CCC(F)(F)F)cc3CC(=O)N([C@H](C)CO)C[C@H]2C)cc1
- esBAF inh: 4
- FN deposition inh: x
- S100A4 MyoIIA: -2
- Xi reactivation: -0.1
- EWS-Fli block: -2
- RAD52 anneal inh: -1
- E-selectin induc: 0.9
- RAD54 inh: -15
Cc1ccc(S(=O)(=O)N/N=C/c2cccc(OC3CSC3)c2)cc1
- esBAF inh: x
- FN deposition inh: 6
- S100A4 MyoIIA: 5
- Xi reactivation: 0.0
- EWS-Fli block: 7
- RAD52 anneal inh: -7
- E-selectin induc: 0.2
- RAD54 inh: -1

Going on with the list:
SMILES,esBAF inh,FN deposition inh,S100A4 MyoIIA,Xi reactivation,EWS-Fli block,RAD52 anneal inh,E-selectin induc,RAD54 inh
CN(CC(=O)NCCc1ccc(S(N)(=O)=O)cc1)CC(=O)Nc1cccc(F)c1,-7,-11,-16,0.0,-2,-8,2.8,10
CC1=CCCC(C)(C)C1/C=C/C(C)=N/NC(=O)c1ccncc1 (configuration not stated),x,x,-4,0.5,25,-9,x,x
O=C(Nc1nnc(SCc2ccccc2)s1)C1=COCCO1,67*,0,-1,0.0,-23,-16,x,4
O=C(NCC(c1ccco1)N1CCc2ccccc2C1)c1ccccc1Br (configuration not stated),-3,19,0,-0.1,2,-54,x,5
CCOC(=O)C1=CN(Cc2ccco2)S(=O)(=O)NC1c1cccc(OC)c1 (configuration not stated),-3,3,-3,0.3,-6,-15,x,-11
O=C(/C=N/NC(=O)c1ccc(Cl)cc1Cl)c1ccccc1,59*,-13,8,-0.1,-30,-4,x,9
CCCCn1c(CCNC(=O)CCC)nc2ccccc21,7,-5,-4,-0.1,1,-7,1.3,-6
c1csc(-c2ccn[nH]2)c1,-2,-7,2,0.1,-3,-4,x,-1

Filtered by structure, the entries above with a nitro group on carbon (two)
SMILES,esBAF inh,FN deposition inh,S100A4 MyoIIA,Xi reactivation,EWS-Fli block,RAD52 anneal inh,E-selectin induc,RAD54 inh
COC(=O)c1cc(C(=O)Nc2nc3ccccc3[nH]2)cc([N+](=O)[O-])c1,23,-5,-1,0.4,-37,7,0.0,4
CCOC(=O)C1CCN(C(=O)COC(=O)c2ccc([N+](=O)[O-])o2)CC1,-5,8,7,0.0,-4,-3,x,9

(continued)
SMILES,esBAF inh,FN deposition inh,S100A4 MyoIIA,Xi reactivation,EWS-Fli block,RAD52 anneal inh,E-selectin induc,RAD54 inh
O=C(/C=C/c1ccccc1Cl)N1CCOCC1,38,-2,-3,0.1,-30,-10,0.3,6
C[C@@H]1CNC(=O)c2c(C(=O)NCC(=O)OC(C)(C)C)ncn21,-6,8,-3,-0.1,3,6,-0.1,2
Cc1ccc(Cn2ccc(NC(=O)c3cc(CC(C)C)on3)n2)cc1,9,-6,-13,-0.3,11,-10,-0.1,5
Cc1nonc1C(=O)N/N=C/c1cccc(O)c1,3,10,x,0.1,x,x,x,2
O=C(Nc1cccc(S(=O)(=O)N2CCOCC2)c1)c1ccccn1,x,12,-13,-0.1,1,-12,0.7,x
COC(=O)N/N=C/c1cccs1,x,-5,-2,0.0,3,-15,x,x
COCc1cccc(-c2csc(C(C)(O)c3ccc(OC)cc3)n2)c1 (configuration not stated),-5,-6,-8,0.0,-4,-7,0.3,10
CC(C)C[C@@H](CNCC(=O)[C@H](C)NC(=O)c1[nH]cnc1C(=O)N[C@@H](C)CN)NC(=O)c1nc[nH]c1C(=O)N[C@@H](CC(=O)O)C(=O)O,-4,-5,-2,0.0,6,-6,0.0,-6
CC(=O)c1cn(C(=O)c2ccc(Cl)cc2)c2ccccc12,-5,0,-1,0.0,19,-7,0.5,-5
COc1ccc2c3c(cccc13)OC2=O,x,4,8,0.5,8,-1,0.3,x
Nc1ccc(-c2cnc3ccccc3n2)cc1,-64,-2,5,0.0,17,-28,x,5
COCC(=O)Nc1ccc2c(c1)C(=O)N(C)[C@H]1CC[C@H](CC(=O)NCCc3ccncc3)O[C@H]1CO2,-5,-1,8,0.2,0,-5,0.0,-12
COc1cc(/C=N/NC(=O)Cc2csc(C)n2)ccc1OCC(C)C,x,3,-2,0.5,-1,8,1.5,x

Bioassay records (PubChem BioAssay)

Outcome played no part in choosing rows; overall some 3% were active at least once.
